FLuc modulator – qHTS profiling assay for firefly luciferase inhibitor/activator using purifed enzyme and Km concentrations of substrates (counterscreen for miR-21 project); Luciferin 4-monooxygenase (Photinus pyralis), P08659; purified FLuc, Km substrates, luminescence inhibition; Potency, µM (highest dose often 57.5 µM), without a hit: at the top dose activity change, negative = inhibition, actives largely listed as inhibitors; 6.9% of 360,000 active; AID 588342, 2011; active = well fitted inhibition curve with a large enough effect; inconclusive = small, poorly fitted or top-dose-only effect;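 also: plate controls were vehicle for no effect and reference inhibitor for full effect; nearly all actives have a fitted effect of over 55% in size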
Target sequence (P08659 whole entry, looked up): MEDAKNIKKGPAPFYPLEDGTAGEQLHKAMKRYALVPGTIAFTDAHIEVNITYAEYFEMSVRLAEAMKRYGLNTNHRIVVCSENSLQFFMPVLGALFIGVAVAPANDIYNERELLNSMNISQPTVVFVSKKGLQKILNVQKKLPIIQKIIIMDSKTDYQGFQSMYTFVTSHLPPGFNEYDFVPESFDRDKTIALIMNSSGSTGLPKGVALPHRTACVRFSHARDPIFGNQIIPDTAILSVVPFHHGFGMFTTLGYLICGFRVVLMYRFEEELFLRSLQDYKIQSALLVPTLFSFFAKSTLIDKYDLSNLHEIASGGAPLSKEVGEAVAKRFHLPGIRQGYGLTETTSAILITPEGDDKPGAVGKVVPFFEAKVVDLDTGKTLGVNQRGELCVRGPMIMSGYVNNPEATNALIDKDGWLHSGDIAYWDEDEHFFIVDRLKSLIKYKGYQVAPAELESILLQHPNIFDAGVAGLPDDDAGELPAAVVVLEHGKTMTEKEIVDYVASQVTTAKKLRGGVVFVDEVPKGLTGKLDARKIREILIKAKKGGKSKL
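Purified P. pyralis luciferase, 10 nM final, with Km-level 10 uM D-luciferin and 10 uM ATP in 50 mM Tris acetate pH 7.5, 10 mM Mg acetate, 0.01% Tween-20, 0.05% BSA; 6-point qHTS titration about 60 µM downward; luminescence read.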
* marks the source's active call; other numbers are inactive results; ? = inconclusive. Potency is read from the fitted curve at half-maximal effect. An excerpt; rates above refer to the full screens.

SMILES	FLuc modulator
Cc1cccc(NC(=O)c2sc3nc(-c4ccccc4)cn3c2C)c1C	-4%
CCOc1ccc(NC(=O)c2c(Nc3ccccc3C)sc(C(=O)c3ccccc3)c2N)cc1	-3%
CCc1ccc(C(=O)c2cn(CC(=O)Nc3cc(F)ccc3F)c3nc(C)ccc3c2=O)cc1	-2%
COc1ccc(CCNC(=O)C(=O)NCC(c2cccnc2)N2CCN(c3ccccc3)CC2)cc1 (stereo not drawn)	?
Cc1ccc(-c2nc(Cn3c(SCc4ccc(F)cc4)nc4cccnc43)c(C)o2)cc1	?
CC(C)(C)OC(=O)N1CCC(c2c(C(=O)N3CCOCC3)cnn2-c2ccccc2Cl)CC1	1%
CCOC(=O)Cn1c(=O)c2c(nc(N3CCOCC3)n2Cc2ccccc2)n(C)c1=O	-5%
CN(C)c1ccc(/C=C/c2nc(-c3ccccc3O)n(-c3ccccc3)n2)cc1	-9%
COc1ccc(Br)c2c1-c1nc(NC(=O)c3ccc(F)cc3)sc1C2	-5%
CCN1CCC(N(Cc2ccc(F)cc2)C(=O)Nc2cccc(C(F)(F)F)c2)CC1	2%
COc1cc(C(=O)NCCc2sc(-c3cccc(F)c3)nc2C)cc(OC)c1OC	-3%
COc1ccc(NC(=O)CC2C(=O)N(c3ccc(C)cc3)C(=O)N2Cc2ccc(C)cc2)cc1 (stereo not drawn)	5%
Cc1ccc(NC(=O)Cn2nc3c(cc2=O)CCCC3)cc1Cl	5%
CCS(=O)(=O)c1nc2ccccc2n1CC(=O)Nc1ccccc1C(=O)OC	2%
COc1ccc(NC(=O)CCCc2nnc3n(CCC(C)C)c(=O)c4sccc4n23)cc1Cl	-4%
O=c1nc2sc3ccccc3n2c(=O)n1-c1ccc(Cl)c(Cl)c1	-4%
COc1cccc2c1Oc1ncccc1N(C(=O)Nc1cccc(Cl)c1)C2	5%
COc1ccc(NC(=O)c2cnn(-c3ccc(C)c(C)c3)c2C2CCNCC2)cc1OC	3%
Cc1ccc(-n2c(=O)c3ccc(C(=O)NCc4ccco4)cc3n(Cc3ccccc3Cl)c2=O)cc1	1%
COc1cc(NC(=O)C(Cc2ccccc2)NS(=O)(=O)c2cccc3nsnc23)cc(OC)c1 (stereo not drawn)	-1%
Cc1cccc(N2CCN(C(=O)C3CCN(S(=O)(=O)c4cccs4)CC3)CC2)c1C	2%
Cc1cc(C)c(NC(=O)CN2C(=O)CCn3nc(-c4cccn4C)cc32)c(C)c1	-6%
Cc1nn(CC(=O)Nc2cccc(C(F)(F)F)c2)c(=O)c2nn(-c3ccccc3)c(C)c12	-16%
O=S(=O)(c1ccc(Cl)cc1)c1nnn2c1nc(NCc1ccc3c(c1)OCO3)c1sccc12	1%
O=C(Cn1ccc2cc(S(=O)(=O)N3CCCC3)ccc21)NCc1ccccc1Cl	-2%
COc1ccc(-c2nsc(NC(=O)COc3ccc(C)c(C)c3)n2)cc1	-7%
CCCCN(CC)CCNC(=O)CCn1cnc2onc(-c3ccc(F)cc3)c2c1=O	-6%
Cc1cccc(NC(=O)N2CCC3(CC2)Oc2ccccc2C(=O)N3Cc2ccccc2F)c1C	1%
COc1ccc(C2c3c(-c4ccc(F)cc4)n[nH]c3C(=O)N2c2ccccc2)cc1OC (stereo not drawn)	-1%
CCC(NC(=O)Nc1cc(OC)ccc1OC)c1c(-n2cccc2)sc2c1CCN(CC)C2 (stereo not drawn)	-9%
CC1=C(c2ccc(C)c(C)c2)S(=O)(=O)N=C1N1CCC(C(=O)NCc2ccc(C)o2)CC1	-4%
CC1=C(C(=O)Nc2ccc(C)cc2C)C(c2ccccc2F)n2nc(SCC(=O)c3ccc(C)cc3)nc2N1 (stereo not drawn)	-5%
CN1CCN(C(=O)c2cnn(-c3cccc(Cl)c3)c2C2CCN(C(=O)OC(C)(C)C)CC2)CC1	5%
CC(=O)c1ccc(NC(=O)c2sc(-n3nc(C)c(CCC(C)C)c3C)nc2C)cc1	-6%
CN(Cc1ccccc1)C(=O)C1CCN(S(=O)(=O)Cc2ccccc2)CC1	-5%
Cc1cc(O)c(CN2CCN(c3ccccc3)CC2)c2oc(=O)cc(C)c12	-9%
COc1ccc2c(CNCc3ccco3)c(C(=O)O)n(Cc3ccc(F)cc3Cl)c2c1	7%
O=C(COc1ccc(F)cc1)NCC(c1ccc(Cl)cc1)N1CCCCC1 (stereo not drawn)	-8%
Cc1ccc(CNC(=O)c2ccc(N3CCCC3)c(NC(=O)Nc3ccc(C)cc3)c2)cc1	4%
COc1ccc(-c2cn3c(n2)sc2cc(C(=O)NC4CCCCC4)ccc23)cc1	4%
CCc1ccccc1NC(=O)c1cc(S(=O)(=O)N2CCCc3ccccc32)ccc1F	5%
COc1cc(NC(=O)CN2CCN(c3ccc(F)cc3)CC2)cc(OC)c1	2%
O=C(Nc1ccc2oc(-c3cccc(Cl)c3Cl)nc2c1)c1cccc(Br)c1	-7%
COc1cccc(N2C(=O)C(CC(=O)Nc3cccc(F)c3)N(C(C)C)C2=O)c1 (stereo not drawn)	-1%
CCOC(=O)c1cccc(NC(=O)CCCn2nc(C)c3c(C)n(-c4ccccc4)nc3c2=O)c1	-7%
Cc1ccc2c(=O)cc(C(=O)Nc3nnc(C)s3)oc2c1	-3%
N#Cc1ccccc1NC(=O)C(=O)NCC(c1cccnc1)N1CCc2ccccc21 (stereo not drawn)	-2%
Cc1cccc(NC(=O)Cn2c(=O)n(CCc3ccccc3)c(=O)c3sc4ccccc4c32)c1	2%
Cc1ccc(NC(=O)Nc2nnc(N3CCCC3)s2)cc1	5%
CC(=O)Nc1ccc(NC(=O)c2oc3c(c2C)-c2nn(Cc4ccccc4Cl)cc2CC3)cc1	1%

Reformatted: results already given.
SMILES: Cc1ccc2c(=O)cc(C(=O)Nc3nnc(C)s3)oc2c1
  FLuc modulator = -3%

SMILES: Cc1cccc(NC(=O)Cn2c(=O)n(CCc3ccccc3)c(=O)c3sc4ccccc4c32)c1
  FLuc modulator = 2%

SMILES: COc1cccc(N2C(=O)C(CC(=O)Nc3cccc(F)c3)N(C(C)C)C2=O)c1 (stereo not drawn)
  FLuc modulator = -1%

SMILES: CC(=O)Nc1ccc(NC(=O)c2oc3c(c2C)-c2nn(Cc4ccccc4Cl)cc2CC3)cc1
  FLuc modulator = 1%

New compounds follow.
SMILES	FLuc modulator
Cc1nc(CC(=O)Nc2cc(Cl)ccc2C)cs1	-7%
COc1cccc(CSc2nc3n(n2)C(c2ccc(C(=O)O)cc2)C(C(=O)Nc2ccccc2)=C(C)N3)c1 (stereo not drawn)	?
CCCN1C(=O)C(Cc2nc3ccccc3c(=O)n2-c2cccc(C)c2)c2ccccc21 (stereo not drawn)	-1%
Cc1ccc(C(=O)Nc2c(C)nc3ccccn3c2=O)cc1C	?
Cc1ccc(CSc2ncc(Cl)c(C(=O)Oc3ccc(F)cc3)n2)cc1	-3%
O=C(CCS(=O)(=O)c1cc(Br)cc2c1N(C(=O)C1CC1)CC2)NCc1ccc(Cl)cc1	-14%
O=C(COc1ccccc1)NCC(c1cccs1)S(=O)(=O)c1ccc(Cl)cc1 (stereo not drawn)	-11%
Cc1ccc(Cn2c(CN3CCC(C(=O)NCCc4ccccc4)CC3)cc3ccccc32)cc1	-2%
O=C(Cn1ccn(-c2ccc(F)cc2)c(=O)c1=O)Nc1ccc(F)cc1	-2%
CCCNC(=O)c1ccccc1NC(=O)c1nsc2ccccc12	?
Cc1ccc(C2C=C(c3ccc(F)cc3)Nc3nc(CCCO)nn32)cc1 (stereo not drawn)	4%
COc1ccccc1N1CCN(C(=O)CCc2c(C)nn(-c3ccc(N4CCCC4)nn3)c2C)CC1	2%
CCc1nn(CC(=O)Nc2c(C)cc(C)cc2C)c(=O)c2cc3sccc3n12	-11%
CCC1CN(C(=O)N2CCC(C(=O)NCCN(CC)CC)CC2)c2cc(C)ccc2O1 (stereo not drawn)	-3%
COc1ccc(N2CCN(C(=O)C3CCN(S(=O)(=O)c4cn(C)cn4)CC3)CC2)cc1	-1%
O=c1c2oc3ccccc3c2n(Cc2cccc(C(F)(F)F)c2)c(=O)n1Cc1ccc2c(c1)OCO2	-1%
Cc1ccc(C)c(NC(=O)Cn2cc(C(=O)c3cccs3)c3ccccc32)c1	6%
Cc1c(-c2nsc(NC(=O)c3cccs3)n2)nnn1-c1ccc(Br)cc1	2%
Cc1cccc(C)c1NC(=O)Nc1csc2c1CCCC2	3%
COCCNC(=O)CN1C(=O)c2cccnc2Sc2ccccc21	-7%

Looked up one by one from above:
SMILES	FLuc modulator
COc1ccc(N2CCN(C(=O)C3CCN(S(=O)(=O)c4cn(C)cn4)CC3)CC2)cc1	-1%
Cc1ccc(C)c(NC(=O)Cn2cc(C(=O)c3cccs3)c3ccccc32)c1	6%
CCc1nn(CC(=O)Nc2c(C)cc(C)cc2C)c(=O)c2cc3sccc3n12	-11%
Cc1c(-c2nsc(NC(=O)c3cccs3)n2)nnn1-c1ccc(Br)cc1	2%
O=c1c2oc3ccccc3c2n(Cc2cccc(C(F)(F)F)c2)c(=O)n1Cc1ccc2c(c1)OCO2	-1%

(listing goes on)
SMILES	FLuc modulator
CCOCCCNC(=O)c1ccc2c(c1)NC(=O)C(CS(=O)(=O)Cc1ccc(F)cc1Cl)N2 (stereo not drawn)	-7%
CC(C)(C)OC(=O)N1CCC(c2c(C(=O)NCc3ccco3)cnn2-c2ccccc2)CC1	-5%
Cc1nn2c(=O)cc(COC(=O)c3ccc(NC(=O)COc4ccc(C)c(C)c4)cc3)nc2s1	0%
COc1cccc(C(c2c(O)cc(C)n(Cc3ccco3)c2=O)N2CCN(c3ccccc3)CC2)c1 (stereo not drawn)	-14%
Cc1ccc2nc(NS(=O)(=O)c3ccc(Cl)cc3)c(Nc3ccc(C(=O)O)cc3)nc2c1	11µM*
CCOc1cc(C#N)c(NC(=O)c2ccc(OC)c(S(=O)(=O)N3CCN(c4ccccc4)CC3)c2)cc1OCC	-19%
COc1ccc2c(c1)CC(C(=O)Nc1cc(Cl)ccc1C)CO2 (stereo not drawn)	-2%
COc1ccc(/C=C(\NC(=O)c2ccccc2)C(=O)NC2CCCCC2)cc1	-4%
COc1ccc(-c2nnc(SCC(=O)Nc3ccc(F)cc3)s2)cc1	?
CC(C)(C)c1ccc(C(=O)NCC(c2ccco2)S(=O)(=O)c2ccccc2)cc1 (stereo not drawn)	-2%
COc1ccc(Cn2c(SCc3ccc(C(=O)NC4CCCC4)cc3)nc3cccnc32)cc1	-3%
Cc1nc2cccnc2n1-c1cccc(C(=O)NCCc2ccc(Cl)cc2)c1	-9%
O=C(COCc1cc(-c2cccs2)on1)Nc1ccc(OC(F)(F)F)cc1	5%
COc1ccc(C(=O)NCCc2sc(-c3ccc(F)cc3)nc2C)cc1OC	-10%
COc1cccc(CNC(=O)C2CCCN(c3nn4cc(-c5ccc(C)cc5)nc4s3)C2)c1 (stereo not drawn)	7.6µM*
COc1ccccc1CNC(=O)C1CCN(Cc2nc(-c3ccc(OC)c(OC)c3)oc2C)CC1	-7%
Cc1cc2[nH]c(=O)c(=O)[nH]c2cc1S(=O)(=O)Nc1cccc(C(F)(F)F)c1	-16%
O=c1c2ccccc2n2c(-c3ccc(F)c(F)c3)nnc2n1CCc1ccccc1	3%
COc1ccc2c(c1)-c1nc(NC(=O)c3cccc(Br)c3)sc1CC2	-13%
O=C(Nc1ccc2oc(-c3ccc(Br)cc3)nc2c1)c1cc2ccccc2o1	?
O=C(CSc1oc(-c2ccco2)nc1S(=O)(=O)c1ccc(Cl)cc1)c1ccccc1	2%
O=C(Cn1c(=O)n(Cc2ccccc2)c(=O)c2sc3ccccc3c21)Nc1ccccc1	1%
Cc1cccc(-n2c(C)nc3cc(C(=O)NCCC4=CCCCC4)ccc32)c1	?
CCc1c(C)sc2c1CCN(Cc1cccc(F)c1)C2c1ccccc1 (stereo not drawn)	-6%
Oc1c(C(c2ccccc2F)N2CCN(Cc3ccccc3)CC2)sc2nc(-c3ccco3)nn12 (stereo not drawn)	-19%
COc1cccc(C2=CC(c3ccccc3F)n3c(nc4ccccc43)N2)c1 (stereo not drawn)	12µM*
Cc1ccc(Cn2c(C)c(CNCC(C)c3ccccc3)c(C(=O)O)c2C)cc1 (stereo not drawn)	-7%
COc1ccc(-c2cc(C(C)=O)c(C)n2CCC(=O)Nc2ccc(C)cc2Cl)cc1	-5%
CC(C)c1ccc(CNc2nc(-c3ccco3)nn2S(=O)(=O)c2ccc3ccccc3c2)cc1	-7%
COc1cc(OC)c(Nc2nc3ccccc3c3nncn23)cc1Cl	-6%

The list goes on; it opens with the two that closed the last part.
SMILES	FLuc modulator
CC(C)c1ccc(CNc2nc(-c3ccco3)nn2S(=O)(=O)c2ccc3ccccc3c2)cc1	-7%
COc1cc(OC)c(Nc2nc3ccccc3c3nncn23)cc1Cl	-6%
COc1ccc(OC)c(-c2noc(CSc3nnc(-c4ccccc4)n3-c3ccccc3)n2)c1	-5%
Cc1ccccc1NS(=O)(=O)c1ccc2[nH]cc(C(=O)N3CCCC3)c(=O)c2c1	3%
O=C(O)CCCNc1cc(N2CCN(C3CCCCC3)CC2)c2noc3c2c1C(=O)c1ccccc1-3	-3%
COc1cccc(C(c2sc3nc(-c4ccco4)nn3c2O)N2CCCC2)c1 (stereo not drawn)	?
Cc1cccn2c(=O)c(/C=C(\C#N)c3nc4ccccc4n3C)c(Oc3ccc(Br)cc3)nc12	-6%
O=C(CCC(=O)N1CC2CCCN2c2ccccc21)NCc1cccc(Cl)c1 (stereo not drawn)	-18%
Cc1ccc(NC(=O)Cn2c(=O)n(Cc3ccccc3)c(=O)c3c(C)c(C)sc32)c(C)c1	-1%
Cc1cc(C)n(-c2nc(C)c(C)c(=O)n2CC(=O)Nc2cccc([N+](=O)[O-])c2)n1	-11%

Screening results: PubChem, National Center for Advancing Translational Sciences (NCATS)
